BLM inh – blocks DNA unwinding by human BLM helicase; recombinant BLM DNA unwinding, fluorescence dequenching; 0.2% of 350,000 active; P54132; AID 2528; Potency, µM (highest dose often 56.1 µM), for inactives: at the highest dose activity change, negative = inhibition, hits mostly inhibitors;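 further: plate controls were vehicle for no effect and no enzyme for full effect; nearly all actives have a fitted effect of over 35% in size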
G9a block – G9a (human) methyltransferase inhibition | G9a H3K9 monomethylation, AlphaScreen, 2 h | Q96KQ7 | Potency, µM (highest dose often 102 µM), inactives show at the highest dose activity, negative = inhibition, hits mostly inhibitors | 8.8% of 350,000 active | AID 504332; further: on the % scale 0 is the no-effect control and ±100 the full control effect; nearly all actives have a fitted effect of over 75% in size
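Enzyme 20 nM + cpd, 15 min RT; add b-H3K9 pep 500 nM / SAM 20 uM; 2 h RT; anti-H3K9me1 Ab 0.5 ug/mL + SA donor / anti-rabbit acceptor beads 20 ug/mL each, 10 min; AlphaScreen read.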
Pol beta inh – inhibitors of human DNA polymerase beta | P06746 | Pol beta primer extension/strand displacement, fluorescence kinetic | Potency, µM (titrated, usually from 114 µM), for inactives: at the top dose activity change, negative = inhibition, hits mostly inhibitors | 1.3% of 340,000 active; further: on the % scale 0 is the no-effect control and ±100 the full control effect
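Kinetic readout of DNA synthesis with strand displacement by Pol beta. Compound and 10 nM enzyme sit 15 min at room temperature; 50 nM substrate starts the reaction, read immediately and at 10 min.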
APE1 inh – inhibitors of human APE1 endonuclease; recombinant APE1, TAMRA/BHQ-2 abasic DNA cleavage fluorescence; Potency, µM (doses to about 65.8 µM), for the others: at the top dose activity change, negative = inhibition, actives largely listed as inhibitors; P27695; AID 2517; 0.35% of 350,000 active;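 further: plate controls were vehicle for no effect and reference inhibitor for full effect; nearly all actives have a fitted effect of over 55% in size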
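Measures dequenching upon AP-site incision of a 5'-TAMRA/3'-BHQ-2 THF-containing duplex, 50 nM; human APE1 0.75 nM after 15 min room-temperature exposure to compound; kinetic three-point read at one-minute spacing.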
POLI inh – inhibitors of human DNA polymerase iota; Q9UNA4; 1% of 390,000 active; Potency, µM (titrated, usually from 115 µM), without a hit: at the top dose activity, negative = inhibition, actives largely listed as inhibitors; Pol iota fluorescent replication assay, 10 min
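Pol iota at 10 nM preincubated 15 min with compounds at room temperature; reaction started with fluorescent substrate, 50 nM final. Fluorescence read kinetically at 0 and 10 min; buffer-only wells as negative control.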
JMJD2A Tudor – inhibitors of human JMJD2A Tudor domain. Potency, µM (doses to about 114 µM), inactives show at the highest dose activity change, negative = inhibition, actives largely listed as inhibitors. AlphaScreen JMJD2A-Tudor / H3K4me3 peptide binding. 4.4% of 390,000 active; further: on the % scale 0 is the no-effect control and ±100 the full control effect; nearly all actives have a fitted effect of over 50% in size
POLK inh – inhibitors of human DNA polymerase kappa; Potency, µM (top dose mostly 107 µM), inactives show at the highest dose activity, negative = inhibition, most hits filed as inhibitors; Q9UBT6; purified Pol kappa, fluorescent DNA synthesis assay, 10 min; 0.53% of 400,000 active; further: on the % scale 0 is the no-effect control and ±100 the full control effect
Target sequence (Q9UBT6 whole entry, looked up): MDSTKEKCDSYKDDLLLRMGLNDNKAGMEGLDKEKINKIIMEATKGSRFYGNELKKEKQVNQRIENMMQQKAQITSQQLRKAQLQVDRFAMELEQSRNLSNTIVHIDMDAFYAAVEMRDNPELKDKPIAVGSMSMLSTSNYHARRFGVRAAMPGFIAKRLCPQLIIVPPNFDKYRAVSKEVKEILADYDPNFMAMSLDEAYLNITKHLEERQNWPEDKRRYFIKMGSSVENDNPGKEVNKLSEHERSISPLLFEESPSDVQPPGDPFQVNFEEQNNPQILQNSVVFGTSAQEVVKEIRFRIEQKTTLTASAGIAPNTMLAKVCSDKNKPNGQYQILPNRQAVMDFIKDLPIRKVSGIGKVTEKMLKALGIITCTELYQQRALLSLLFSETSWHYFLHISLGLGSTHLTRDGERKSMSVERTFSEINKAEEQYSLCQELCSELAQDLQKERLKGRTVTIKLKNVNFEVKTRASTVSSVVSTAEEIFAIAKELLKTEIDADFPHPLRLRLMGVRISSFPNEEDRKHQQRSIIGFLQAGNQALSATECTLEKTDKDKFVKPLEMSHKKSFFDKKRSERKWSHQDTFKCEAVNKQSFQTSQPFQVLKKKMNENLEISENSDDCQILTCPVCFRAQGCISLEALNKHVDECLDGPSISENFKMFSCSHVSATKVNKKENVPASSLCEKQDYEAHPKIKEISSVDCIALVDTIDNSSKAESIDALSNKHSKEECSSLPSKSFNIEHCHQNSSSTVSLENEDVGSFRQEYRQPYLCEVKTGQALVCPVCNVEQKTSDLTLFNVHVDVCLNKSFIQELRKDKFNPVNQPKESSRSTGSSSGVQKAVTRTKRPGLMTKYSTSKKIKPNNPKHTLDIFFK
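Pol kappa 10 nM + cpd, 15 min RT; start w/ substrate 50 nM final; fluorescence kinetic read, 0 and 10 min. Neg ctrl: buffer, no enzyme.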
POLH inh – DNA polymerase eta (human) inhibition. Q9Y253. recombinant Pol eta, fluorescent DNA replication assay. Potency, µM (titrated, usually from 114 µM), for the others: at the top dose activity change, negative = inhibition, usual class: inhibitors. 1.2% of 390,000 active; further: on the % scale 0 is the no-effect control and ±100 the full control effect
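Pol eta (10 nM) was preincubated with compounds for 15 min at room temperature, after which fluorescent replication substrate (50 nM final) was added to start the reaction. Fluorescence was read kinetically at 0 and 10 min.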
BAZ2B inh – BAZ2B (human) inhibition; Q9UIF8; AlphaScreen BAZ2B-H3K14Ac peptide displacement; Potency, µM (top dose mostly 114 µM), without a hit: top-dose activity change, negative = inhibition, hits mostly inhibitors; 4.4% of 360,000 active; AID 504333; further: on the % scale 0 is the no-effect control and ±100 the full control effect; nearly all actives have a fitted effect of over 60% in size
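Multi-concentration screen (max 110 uM) measuring displacement of acetylated histone H3 peptide from BAZ2B by AlphaScreen, using 50 nM protein, 50 nM peptide and 10 ug/mL streptavidin donor plus Ni-chelate acceptor beads.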
The depositor's hits bear a star; ? = inconclusive; . = no result given; [ ] = another dose, or the depositor's remark. The call rests on the fitted dose curve; in most records, active means well fitted curve in the direction sought with a large enough effect; inconclusive means small, poorly fitted or top-dose-only effect, or another doubt; inactive means no such curve, though single readings can be large; an effect the other way counts as inactive or inconclusive. Potency means the concentration at half of the fitted maximal effect. Only part of the results is shown (hit frequency here may not be typical).

1: CCc1c(C)c2ccc(OC(C)C(=O)NC(Cc3c[nH]c4ccc(O)cc34)C(=O)O)c(C)c2oc1=O (stereo not given)
2: Cc1cccc(NC(=O)C2CCN(S(=O)(=O)c3cccc4nsnc34)CC2)c1C
3: Cc1cccc(C(=O)Nc2ccc3oc(-c4ccncc4)nc3c2)c1
4: COc1ccc(C(=O)CSc2nc3ncccc3[nH]2)cc1OC
5: CCOC(=O)c1cnc(/N=C/N(C)C)s1
6: Cc1ccc(C)c(NC(=O)COC(=O)c2cccc(S(=O)(=O)N3CCCCC3)c2)c1
Compound	1	2	3	4	5	6
BLM inh	-2%	-3%	-14%	1%	-7%	.
G9a block	.	-14%[59 µM]	-35%[59 µM]	-3%	34%[activator]	-5%
Pol beta inh	36%	3%	?	?	11%	.
APE1 inh	-3%	.	.	2%	-7%	-8%
POLI inh	?	-10%	19%	-1%	70%[activator]	18%
JMJD2A Tudor	-33%	-13%	-22%	-1%	-18%	-1%
POLK inh	-20%	-8%	-4%	-11%	-3%	-12%
POLH inh	50µM*	9%	-12%	6%	-8%	0%
BAZ2B inh	?	.	-16%	-14%	0%	-3%

7: COc1ccc(S(=O)(=O)N2CC3CCCN3c3cc(C(F)(F)F)ccc32)cc1 (stereo not given)
8: CC(O)C(NS(=O)(=O)c1ccc(Cl)cc1)C(=O)OCc1nnc(-c2ccccc2)o1 (stereo not given)
9: Cc1ccc(Cc2nnc(SCC(=O)Nc3ccccc3C)[nH]c2=O)cc1
10: CC(C)Cc1ccc(S(=O)(=O)N2CCCC2)cc1
11: Clc1cccc(Oc2ncccn2)c1
12: O=C(Nc1ccccc1Cl)c1ccc([N+](=O)[O-])o1
Compound	7	8	9	10	11	12
BLM inh	-8%	2%	.	-5%	-3%	-2%
G9a block	48%[59 µM]	.	1%	39%[59 µM]	15%[59 µM]	?
Pol beta inh	-1%	27%	.	16%	25%	-12%
APE1 inh	0%	3%	2%	2%	1%	20%
POLI inh	-6%	8%	12%	16%	31%	14%
JMJD2A Tudor	-22%	-13%	2%	9%	-5%	-18%
POLK inh	-21%	-17%	-10%	-7%	5%	7%
POLH inh	-14%	-16%	-4%	-6%	-6%	-10%
BAZ2B inh	-8%	0%	4%	20%	7%	-33%

13: CCOc1ccccc1NC(=O)c1c(NC(=O)COc2ccccc2)sc2c1CCCCC2
14: O=C(O)C(c1ccccc1)C(c1ccccc1)c1ccccc1 (stereo not given)
15: CC(C(=O)Nc1ccc2c(c1)OCO2)N(C)CC(=O)Nc1ccc(Cl)cc1 (stereo not given)
16: Cc1ccc2[nH]c3c(=O)n(CC(=O)N4CCN(c5ccccc5F)CC4)ncc3c2c1
17: Cc1ccc(N2CC(C(=O)OCc3ccc([N+](=O)[O-])cc3)CC2=O)cc1 (stereo not given)
18: COc1ccc(Cl)cc1N/C(N)=N/c1nc(C)cc(=O)[nH]1
Compound	13	14	15	16	17	18
BLM inh	-1%	-12%	.	1%	-6%	-5%
G9a block	2%[59 µM]	-48%	.	-6%[59 µM]	0%	20µM*
Pol beta inh	15%	-1%	.	13%	-3%	?
APE1 inh	.	-1%	.	.	3%	14%
POLI inh	9%	4%	12%	25%	3%	5%
JMJD2A Tudor	-6%	-5%	2.2µM*	9%	-16%	?
POLK inh	3%	7%	1%	3%	-6%	-3%
POLH inh	-21%	-6%	-13%	-8%	-1%	-12%
BAZ2B inh	2%	50µM*	.	12%[57.1 µM]	-6%	-12%

19: CCOC(=O)c1ccc(NC(=O)CSc2nc3c(c(=O)n2-c2ccccc2OC)SCC3)cc1
20: COc1cccc(C2C(C(=O)Nc3ccc(C)cc3C)=C(C)Nc3ncnn32)c1OC (stereo not given)
21: CCSC1=C(C#N)C2(CCCCC2)C2=C(CC(C)(C)CC2=O)N1
22: COc1ccc(C2(C)NC(=O)N(CC(=O)Nc3ccc(S(=O)(=O)N4CCCC4)cc3)C2=O)cc1 (stereo not given)
23: Cc1ccc(OCc2ccc(C(=O)Nc3nccs3)o2)cc1
24: CCN(C[C@H]1N[C@@](Cc2ccccc2)(C(=O)OC)[C@H]2C(=O)N(C)C(=O)[C@@H]12)S(=O)(=O)c1ccc(-c2ccccc2)cc1
Compound	19	20	21	22	23	24
BLM inh	-4%	2%	-6%	-8%	1%	.
G9a block	?	-10%[2.33 µM]	30%	6%	3%	.
Pol beta inh	14%	1%	3%	2%	7%	.
APE1 inh	8%	0%	2%	1%	-1%	15%
POLI inh	11%	-2%	27%	135%[activator]	3%	41%
JMJD2A Tudor	-24%	-20%	-13%	-10%	5%	-17%
POLK inh	-14%	-5%	0%	-18%	-8%	4%
POLH inh	-6%	-3%	-20%	-27%	-5%	-22%
BAZ2B inh	-6%	-5%	21%	-16%	1%	.

25: CCOC(=O)Cc1csc(NC(=O)C(NC(=O)C2CCC(C)CC2)C(C)C)n1 (stereo not given)
26: CN(C)CCCSc1nc(-c2ccccc2)nc2c1CCC2
27: O=C(c1cc([N+](=O)[O-])ccc1Cl)N1CCN(Cc2ccc3c(c2)OCO3)CC1
28: Cn1nnnc1SCC(=O)NC1CCCCC1
29: O=C(Nc1ccc(F)cc1)c1cccnc1NCCc1ccccc1
30: Nn1c(Cc2cccc3ccccc23)nnc1SCCOc1ccc(Br)cc1
Compound	25	26	27	28	29	30
BLM inh	-4%	74%[activator]	-2%	-3%	5%	-10%
G9a block	14%	-18%[59 µM]	-15%	?	67%[activator]	-9%[59 µM]
Pol beta inh	15%	14%	?	29%	-4%	3%
APE1 inh	-9%	12%	-4%	7%	-6%	-2%
POLI inh	1%	-18%	51%[activator]	-1%	152%[activator]	4%
JMJD2A Tudor	0%	-13%	-27%	-13%	49%[activator]	-22%
POLK inh	-8%	15%	5%	-7%	-9%	-4%
POLH inh	-25%	-11%	-16%	3%	-29%	-23%
BAZ2B inh	-5%	6%	-33%	11%	17%	-26%

31: CC(C)(C)OC(=O)N(Cc1ccccc1)Cc1ccccc1OCc1cccc(NC(=O)c2ccccc2)c1
32: O=C(OCC(=O)N1CCN(C(=O)c2ccco2)CC1)c1ccccc1O
33: N#Cc1c(=O)c2nc(NCCCO)ncc2n2c(=O)c3ccccc3[nH]c12
34: CC(C)(CC(=O)NCc1ccc(Cl)cc1Cl)CC1=NS(=O)(=O)c2ccccc2N1
35: C[C@@H]1NC(=O)c2cc([N+](=O)[O-])cc(I)c2OCC[C@@H](C(N)=O)NC(=O)[C@H](CCCCN)NC1=O
36: O=C(Nc1ccccc1-c1ccccc1)c1ccc(Br)o1
Compound	31	32	33	34	35	36
BLM inh	.	-4%	-20%	-5%	-9%	-3%
G9a block	.	-37%[59 µM]	45µM*	-10%[59 µM]	45µM*	5%[59 µM]
Pol beta inh	.	35%	11µM*	5%	-1%	-9%
APE1 inh	.	-4%	?	.	1%	-2%
POLI inh	11%	?	22µM*	34%[activator]	-13%	11%
JMJD2A Tudor	-12%	-10%[11.4 µM]	56µM*	-22%	-6%	3%[57.1 µM]
POLK inh	0%	-4%	-30%	5%[60.1 µM]	-8%	4%
POLH inh	-28%	-4%	40µM*	-18%	-6%	-11%
BAZ2B inh	.	7%	13µM*	-10%	22%	5%

37: COc1ccc(NC(=O)CC2C(=O)N(c3ccc(C)cc3)C(=O)N2C2CCCC2)cc1 (stereo not given)
38: CCCN1C(=O)C(NC(=O)c2ccncc2)(C(F)(F)F)C2=C1CC(C)(C)CC2=O (stereo not given)
39: CC(=O)c1ccc(-n2ccc(=O)cc2)cc1
40: COc1ccc2cc(CNc3ccc(OC)c(OC)c3)c(=O)n(CC(=O)Nc3ccccc3F)c2c1
41: CC(C)CCN(C(=O)Nc1ccc(Cl)c(Cl)c1)C(C)c1cccs1 (stereo not given)
42: Cc1ccc2nc(NC(=O)c3cccc(-c4cc5ccccc5oc4=O)c3)sc2c1
43: COC(=O)c1ccccc1NC(=O)c1ccc(Cn2cc(Cl)cn2)o1
44: CCOC(=O)N1CCC2(CC1)CC(=O)c1cc(O)ccc1O2
45: CC(=O)N(C)c1ccc(NC(=S)NCC(C)C)cc1
Compound	37	38	39	40	41	42	43	44	45
BLM inh	-2%	-1%	-5%	-2%	-10%	-9%	-9%	-2%	-4%
G9a block	-10%[59 µM]	-7%	3%	?	25%[59 µM]	?	13%	-12%[2.33 µM]	13%
Pol beta inh	4%	-5%	28%	6%	-16%	-16%	?	22%	23%
APE1 inh	.	4%	-1%	.	.	-7%	2%	-3%	-3%
POLI inh	-19%	-3%	2%	13%	12%	?	10%	-5%	24%
JMJD2A Tudor	-23%	-6%	-10%	-21%	-11%	-20%	0%	-2%	17%
POLK inh	-3%	-11%	-7%	6%	-4%[60.1 µM]	-16%	-4%	4%	10%
POLH inh	-20%	-9%	-2%	-17%	-25%	-1%	?	-9%	-5%
BAZ2B inh	-15%	2%	-10%	0%	72%[activator]	-7%	-36%	7%	-11%

A second format for seven compounds above.
no.	canonical_smiles	BLM inh	G9a block	Pol beta inh	APE1 inh	POLI inh	JMJD2A Tudor	POLK inh	POLH inh	BAZ2B inh
39	CC(=O)c1ccc(-n2ccc(=O)cc2)cc1	-5%	3%	28%	-1%	2%	-10%	-7%	-2%	-10%
40	COc1ccc2cc(CNc3ccc(OC)c(OC)c3)c(=O)n(CC(=O)Nc3ccccc3F)c2c1	-2%	?	6%	.	13%	-21%	6%	-17%	0%
41	CC(C)CCN(C(=O)Nc1ccc(Cl)c(Cl)c1)C(C)c1cccs1 (stereo not given)	-10%	25%[59 µM]	-16%	.	12%	-11%	-4%[60.1 µM]	-25%	72%[activator]
42	Cc1ccc2nc(NC(=O)c3cccc(-c4cc5ccccc5oc4=O)c3)sc2c1	-9%	?	-16%	-7%	?	-20%	-16%	-1%	-7%
43	COC(=O)c1ccccc1NC(=O)c1ccc(Cn2cc(Cl)cn2)o1	-9%	13%	?	2%	10%	0%	-4%	?	-36%
44	CCOC(=O)N1CCC2(CC1)CC(=O)c1cc(O)ccc1O2	-2%	-12%[2.33 µM]	22%	-3%	-5%	-2%	4%	-9%	7%
45	CC(=O)N(C)c1ccc(NC(=S)NCC(C)C)cc1	-4%	13%	23%	-3%	24%	17%	10%	-5%	-11%

High-throughput results deposited in PubChem by National Center for Advancing Translational Sciences (NCATS).
